Casp6 inh – blocks human caspase-6 cleavage activity | P55212 | purified caspase-6, Z-VEID-R110 cleavage fluorescence | inhibition, % at 12.5 µM | hit rate 0.53% among 350,000 | AID 686996;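 active means mean inhibition across replicates at least about 35%, with every replicate also reaching that limit, limit read from the data; inconclusive means only one of the two criteria met; inactive means neither criterion met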;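 further: 0% = median of neutral control wells and 100% = no fluorescence left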
Target sequence (P55212 24-179 limits assumed): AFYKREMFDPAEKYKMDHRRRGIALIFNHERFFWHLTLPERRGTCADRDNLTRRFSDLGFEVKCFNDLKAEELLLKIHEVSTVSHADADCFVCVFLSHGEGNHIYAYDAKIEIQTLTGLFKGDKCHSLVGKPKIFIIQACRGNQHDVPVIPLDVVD
Target sequence (P55212 194-293 limits assumed): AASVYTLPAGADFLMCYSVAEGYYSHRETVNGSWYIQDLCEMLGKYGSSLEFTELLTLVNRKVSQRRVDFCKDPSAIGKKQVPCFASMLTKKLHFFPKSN
esBAF inh – inhibitors of esBAF chromatin remodeling in mouse ES cells | Bmi1-luciferase knock-in reporter, 24 h; 100% = twice the neutral-well signal | reporter increase, % at 12.5 µM | hit rate 2% among 350,000 | AID 602393; in the data active means activation above about 40%; inconclusive means no clear call, values can overlap the other calls;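 further: 0% = median of the plate's neutral control wells and 100% = double that signal; a rise in the Bmi1 reporter signal indicates esBAF inhibition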
S100A4 MyoIIA – S100A4-myosin IIA interaction inhibition; P26447; hit rate 0.14% among 360,000; inhibition, % at 10.7 µM; S100A4/TAMRA-MyoIIA peptide fluorescence polarization;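 active means mean inhibition of at least 70% across replicates, with every replicate also reaching that level; inconclusive means mean inhibition reaches 70% but some replicates fall short; inactive means mean inhibition below 70%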
Target sequence (P26447 whole entry, looked up): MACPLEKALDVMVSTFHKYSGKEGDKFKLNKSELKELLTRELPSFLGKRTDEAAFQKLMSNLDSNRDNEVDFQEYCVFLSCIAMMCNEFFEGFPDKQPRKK
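Material: human S100A4 monomer with TAMRA-labelled myosin IIA peptide; buffer or medium: HEPES pH 7.2 with CaCl2, KCl, NaCl, DTT, Triton; compound dosing: one concentration per compound; schedule: 5 min incubation before reading; benchmarks: neutral control DMSO, positive control TFP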
SIRT5 block – blocks human SIRT5 desuccinylation of peptide | Q9NXA8 | Purified SirT5, succinyl-peptide AMC, trypsin-coupled fluorescence | inhibition, % at 15 µM | hit rate 1.1% among 330,000 | AID 652115; in the data active means inhibition above about 15%; inconclusive means no clear call, values can overlap the other calls
Target sequence (Q9NXA8 whole entry, looked up): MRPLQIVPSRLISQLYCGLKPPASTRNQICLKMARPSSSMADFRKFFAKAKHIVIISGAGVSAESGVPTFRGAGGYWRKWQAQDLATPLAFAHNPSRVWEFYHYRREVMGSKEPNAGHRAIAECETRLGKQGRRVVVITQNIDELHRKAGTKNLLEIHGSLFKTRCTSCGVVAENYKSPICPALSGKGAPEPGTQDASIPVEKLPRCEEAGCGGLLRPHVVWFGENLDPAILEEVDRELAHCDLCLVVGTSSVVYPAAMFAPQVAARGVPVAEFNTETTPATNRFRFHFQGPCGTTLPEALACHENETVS
LGR2 inh – Drosophila LGR2 receptor signaling inhibition; HEK293 LGR2, CRE-luciferase, bursicon-stimulated, 4 h; AID 720647; hit rate 0.35% among 380,000; inhibition, % at 9.99 µM;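 active means drop in luminescence signal, shown as inhibition above about 50% in the replicate tests, limit read from the data, passing the limit was not always enough; inconclusive means probably only some replicates passing the limit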;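 further: agonist challenge used bursicon conditioned medium at about half maximal strength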
C2C12 statin – protects C2C12 myotubes from simvastatin toxicity; ATP luminescence, 48 h; scaled: DMSO 0, geranylgeraniol control 100; rescue of ATP level, % at 7.49 µM; hit rate 0.78% among 330,000; AID 602340;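 active means mean ATP rescue above about 67%, or every replicate alone reaching that limit, limit read from the data, passing the limit was not always enough; inconclusive means no clear call, values can overlap the other calls; inactive means mean under the limit and some replicate under it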;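 further: myotubes were challenged with 10 µM simvastatin during compound exposure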
FN deposit inh – fibronectin deposition inhibition; AID 743247; inhibition, % at 12.6 µM; hit rate 0.086% among 350,000; AH1F fibroblasts, Alexa488-fibronectin deposition fluorescence, overnight;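 active means mean inhibition across replicates of 30% or more, regardless of how many single replicates reach that level; inconclusive means mean under 30% yet at least half of replicates reach 30%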;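 further: positive control wells lacked labelled fibronectin entirely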
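material = AH1F fibroblast monolayer depositing Alexa488-labelled fibronectin into matrix | amount = 10000 AH1F cells/well | buffer or medium = DMEM plus 2% serum, read in PBS | incubation = 1 h cell adhesion before compound, then overnight fibronectin incubation | detection = fluorescence at 485 nm excitation, 525 nm emission | evaluation = percent inhibition as loss of matrix-bound fibronectin fluorescence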
* hit, by the source's call; u = inconclusive; x = no result given. Only part of the results is shown; count on the stated rates, not on these rows.

The line under a structure holds: FN deposit inh	Casp6 inh	S100A4 MyoIIA	LGR2 inh	SIRT5 block	esBAF inh	C2C12 statin
NC(=O)C1=C[C@@H](c2ccc(Br)cc2)C[C@@H](OCCCCO)O1
    13	4	-6	0	x	x	x
CC(C)c1ccccc1NC(=O)c1ccc2ncsc2c1
    6	10	0	-13	-4	7	-3
CSc1ccccc1NC(=O)C1(C)CCN1C(=O)CCC1CCCC1 (configuration not stated)
    3	2	3	-3	x	2	-6
CCc1ccccc1NC(=O)/C(C#N)=C/c1ccc(Sc2ccccc2)o1
    -5	-2	3	-7	-2	2	2
C[C@H]1CN([C@@H](C)CO)S(=O)(=O)c2ccc(C#Cc3ccccn3)cc2O[C@@H]1CN(C)Cc1ccccc1
    -35	0	6	-6	7	0	-24
O=[N+]([O-])c1cnc2nc(-c3ccncc3)nn2c1O
    12	2	1	22	5	x	x
CCOC(=O)C1=C(C)C(c2ccc(OC)cc2)NC(=S)N1 (configuration not stated)
    4	x	x	x	x	2	-17
N#Cc1c(NC(=O)CSc2ncc(-c3ccccc3)n2CC2CCCO2)sc2c1CCCC2 (configuration not stated)
    3	x	x	x	x	5	-2
O=C(COC(=O)c1cncc(Br)c1)NC12CC3CC(CC(C3)C1)C2
    -3	0	u	x	-3	-10	-8
C/C=C/c1ccc2c(c1)O[C@@H](CN(C)CC1CCCCC1)[C@@H](C)CN([C@@H](C)CO)S2(=O)=O
    7	-3	34	-9	2	-7	8
CN(C)C(=O)c1ccc(-c2ccc3c(c2)[C@@H]2[C@@H](CCN2C(=O)Cc2ccccn2)[C@@H](CO)N3C)cc1
    -2	-2	-6	-13	-4	5	6
COc1ccccc1OCCNC(=O)CN(c1cccc(C)c1)S(=O)(=O)c1ccccc1
    0	3	0	10	-4	x	x
C[C@H]1CN([C@@H](C)CO)C(=O)Cc2cc(NC(=O)NC3CCCCC3)ccc2O[C@@H]1CN(C)S(C)(=O)=O
    x	-2	-5	20	3	6	14
CCOC(=O)C1=C(N)n2c(s/c(=C\c3ccncc3)c2=O)=C(C(=O)OCC)C1c1ccncc1 (configuration not stated)
    2	x	0	22	-2	x	x
O=c1c(-c2ccc(O)cc2)coc2cc(OC3OC(CO)C(O)C(O)C3O)cc(O)c12 (configuration not stated)
    -6	2	14	-3	x	22	8
CCCCNC(=O)c1c(CSc2ccccc2)noc1C(=O)NCc1ccccc1
    2	0	-1	14	x	3	1
C[C@H](CO)N1C[C@H](C)[C@H](CN(C)Cc2ccc(Cl)c(Cl)c2)OCCCC[C@H](C)Oc2ccc(NC(=O)Nc3ccc(F)cc3)cc2C1=O
    x	0	-2	27	0	-8	x
Cc1ccc(C)c(NC(=O)C2=CCN(S(=O)(=O)c3ccc(F)cc3)CC2)c1
    -6	-1	-1	-3	x	8	7
COc1ccccc1C1C=C(c2ccc(C)cc2)Nc2nnnn21 (configuration not stated)
    3	x	x	x	x	-2	-6
CCc1ccc(C(=O)CSc2nc3cc(S(=O)(=O)N4CCOCC4)ccc3n2CC)cc1
    -9	-6	-2	x	-3	x	x
COCC(=O)Nc1ccc2c(c1)C(=O)N(C)[C@H]1CC[C@@H](CC(=O)OC)O[C@H]1CO2
    0	x	x	-2	x	3	12
NC(=O)C1CCN(c2ncccc2[N+](=O)[O-])CC1
    x	2	-26	10	-1	1	1
O=C(COc1ncnc2ccccc12)Nc1cc([N+](=O)[O-])ccc1F
    6	-1	-3	-2	-7	-4	5
Cc1ccc(S(=O)(=O)Cc2ccc(C(=O)N3CCN(c4cccc(C)c4C)CC3)o2)cc1
    -1	0	3	x	-5	-17	-38
CCc1nc2nc(C)c(NS(=O)(=O)c3ccc(Cl)s3)c(=O)n2[nH]1
    13	-6	-1	39	-1	0	28
CCN(CC(=O)Nc1ccc(NC(C)=O)cc1)C(=O)c1cccnc1Sc1ccc(C)c(C)c1
    1	-2	-5	5	1	1	-7
CC1CCCCN1C(C(=O)O)c1ccccc1 (configuration not stated)
    0	3	-4	26	-7	-6	6
CCCOc1ccc(NC(=O)C2CCCNC2=O)cc1 (configuration not stated)
    -2	x	x	x	x	16	-4
CCc1nc2ccc(C(=O)Nc3cccc(C(C)=O)c3)cc2nc1CC
    x	x	x	-19	x	12	-10
Cc1cccc(NC(=O)CN2C(=O)c3ccccc3S2(=O)=O)n1
    -9	6	-9	-10	-5	-2	4

Later entries:
The line under a structure holds: FN deposit inh	Casp6 inh	S100A4 MyoIIA	LGR2 inh	SIRT5 block	esBAF inh	C2C12 statin
CN1CCN(C(=O)c2ccc(CNS(=O)(=O)c3cccc(Cl)c3)cc2)CC1
    x	-2	0	-19	-1	-6	0
COc1ccccc1NS(=O)(=O)c1ccc(C)c(C(=O)NCCCN2CCCC2=O)c1
    -4	5	1	-4	3	x	x
COC(=O)C1=C(C)N(CC(C)C)C(=S)NC1c1cccc(OC)c1 (configuration not stated)
    8	-2	-11	13	29*	x	x
COc1ccc(CCNC(=O)C(=O)c2cn(CC(=O)N3CCCC3)c3ccccc23)cc1
    -1	1	-2	-3	1	5	7
CO[C@H]1CN(C)C(=O)c2ccc(NS(=O)(=O)c3ccccc3)cc2OC[C@H](C)N(C(=O)NC(C)C)C[C@H]1C
    -4	0	-4	10	-3	-4	-2
CNC(=O)C[C@H]1CC[C@@H]2[C@H](COc3ccc(NC(=O)Nc4cccc(F)c4)cc3C(=O)N2C)O1
    1	x	x	2	x	4	-7
C[C@@H]1CN([C@@H](C)CO)C(=O)c2cccc(NC(=O)c3ccc(-c4nccs4)cc3)c2O[C@@H]1CN(C)Cc1ccc(C(=O)O)cc1
    x	-1	-1	4	1	3	x
O=C(N[C@@H]1CC[C@H](CCn2cc(-c3ccc(F)cc3)nn2)O[C@@H]1CO)c1cnccn1
    x	1	17	-19	0	-2	-7
COc1ccc(S(=O)(=O)Cc2ccc(C(=O)NC(C)C)o2)cc1
    9	-1	2	3	x	-5	-2
O=C(Nc1ccc2c(c1)CCCN2C(=O)c1ccco1)c1cc([N+](=O)[O-])ccc1Cl
    11	5	-2	20	-6	2	-7
CC(=O)Nc1ccc(C(=O)N2CCCCC2c2cc(C(=O)Nc3cccc4c3CCCC4)no2)cc1 (configuration not stated)
    0	-1	6	5	1	3	4
Cc1c(Cl)cccc1N(CC(=O)NC1CCCCC1)S(C)(=O)=O
    -30	x	x	x	x	-7	-1
CC1(C)CC(=O)C2=C(C1)OC(=O)CC2c1cccs1 (configuration not stated)
    -2	7	2	-12	-8	0	7
O=c1[nH]n(-c2ccccc2)c(=O)c2ccccc12
    -6	1	-3	13	x	-3	-1
Cc1noc(C)c1NC(=O)Nc1ccc2c(c1)CC(=O)N([C@H](C)CO)C[C@H](C)[C@@H](CN(C)C(=O)NC(C)C)O2
    x	x	x	-2	x	-5	19
Nc1nc2c(ncn2[C@@H]2O[C@H](C(=O)NCCCc3ccccc3)[C@@H](O)[C@H]2O)c(=O)[nH]1
    6	2	-2	-6	-1	x	x
Clc1ccc(-c2nc(N3CCOCC3)nc3ccccc23)cc1
    -5	0	-1	15	0	-5	-6
CCc1ccc(NC(=O)CSc2nccn(-c3ccc4c(c3)OCCO4)c2=O)cc1
    3	2	-4	-3	5	-2	13
CCc1cc(C(=O)N(CC)CC(=O)Nc2ccc(OC)cc2)sc1C
    -9	-78	-5	18	-2	4	6
N#CC1=C(N)Oc2c(oc(CO)cc2=O)C1c1ccsc1 (configuration not stated)
    -8	x	x	x	x	-3	10
C[C@H]1CN([C@@H](C)CO)S(=O)(=O)c2ccc(C3=CCCC3)cc2O[C@@H]1CN(C)C(=O)c1cccnc1
    -4	0	10	-2	0	-1	-10
O=C(Nc1cccc([N+](=O)[O-])c1)c1ccn[nH]1
    10	4	4	-32	-2	x	x
CN(c1ccc(OCC(=O)Nc2nc3ccccc3s2)cc1)S(=O)(=O)c1ccccc1
    x	1	-3	-14	1	x	x
COc1ccc(C(=O)Nc2ccnn2C2CCN(C(=O)c3cnsn3)CC2)cc1
    2	2	-4	1	-1	12	-13
CO[C@@H]1CN(C)C(=O)c2ccc(NC(=O)C3CCC3)cc2OC[C@@H](C)N(C)C[C@H]1C
    -2	-3	-2	-5	-5	4	-7
CNC[C@@H]1OCCCC[C@H](C)Oc2ccc(NC(=O)Cc3ccccc3)cc2C(=O)N([C@@H](C)CO)C[C@@H]1C
    x	-1	-6	-8	6	1	-25
O=C(c1ccc(F)cc1)N1C[C@H]2[C@@H](c3ccccc31)[C@@H](CO)N2Cc1ccc2c(c1)OCO2
    x	-2	-21	10	0	-5	27
COCC(C)NC(=O)c1ccc2c(c1)S(=O)(=O)c1ccccc1C2=O (configuration not stated)
    4	-4	0	0	-1	-9	-9
O=C(Nc1cc(Cl)cc(Cl)c1)C1C2C=CC3(O2)C1C(=O)N(CCCN1CCOCC1)C3C(=O)NC1CCCCC1 (configuration not stated)
    -4	-2	-1	2	-13	-5	-20
O=C(COC(=O)CC1SC(N2CCCC2)=NC1=O)Nc1ccc(Br)cc1 (configuration not stated)
    0	0	3	7	-7	x	x

(listing goes on)
The line under a structure holds: FN deposit inh	Casp6 inh	S100A4 MyoIIA	LGR2 inh	SIRT5 block	esBAF inh	C2C12 statin
Cc1sc2ncnc(N3CCC(C(=O)NCC(=O)Nc4ccc(F)c(F)c4)CC3)c2c1C
    2	2	4	8	-3	x	x
COc1ccc(NC(=O)N(C)C[C@H]2Oc3ccc(NC(=O)Nc4cccc5ccccc45)cc3CC(=O)N([C@H](C)CO)C[C@H]2C)cc1
    4	0	-62	11	2	-6	-20
O=C(Nc1ccc(Oc2ccccc2)cc1)C1CC1
    x	-2	-5	-44	-2	x	x
OC[C@H]1[C@H](c2ccc(C#Cc3ccccc3)cc2)[C@@H]2CN(Cc3cncnc3)CCCCN12
    x	x	-19	-15	-3	x	x
CC(C)(C)[S@](=O)N1Cc2cc(C(=O)O)nc(-c3cccc(-c4cccc(F)c4)c3)c2[C@@H]1CCO
    10	21	-1	-8	5	x	x
CO[C@H]1CN(C)C(=O)c2cc(NS(C)(=O)=O)ccc2OC[C@H](C)N(CC2CC2)C[C@@H]1C
    3	7	-1	-22	-4	3	-2
CN(CC(=O)Nc1ccccc1C(F)(F)F)C(=O)CC1OC(=O)c2ccccc21 (configuration not stated)
    x	0	-1	-3	2	x	x
COc1ccc(C2(C)ON(c3ccccc3C(F)(F)F)C2=O)cc1 (configuration not stated)
    12	1	-3	-9	-4	1	11
CN1C[C@H]2[C@@H](c3ccccc31)[C@H](CO)N2C(=O)Nc1cccc(F)c1
    x	3	3	11	-1	6	17
O=C(NC1CCCC1)c1ccc(Br)c(S(=O)(=O)N2CCCCC2)c1
    -1	x	3	-2	1	-5	-102
C[C@@H]1CN([C@@H](C)CO)S(=O)(=O)c2ccc(C3=CCCCC3)cc2O[C@@H]1CN(C)C(=O)c1ccc(F)cc1
    x	-1	-2	19	9	-1	-77
O=S(=O)(c1cccs1)N1CCCCN2[C@H](C1)[C@H](c1ccc(/C=C/c3ccccc3)cc1)[C@@H]2CO
    13	4	-5	-13	2	8	13
COc1ccc(Cl)cc1C(=O)Nc1ccc(S(=O)(=O)N2CCCC2)cc1
    -6	x	x	-7	x	2	-20
CC(C)N=c1c([N+](=O)[O-])nn(C)n1O
    -6	-4	5	13	9	x	x
Cc1ccc(Cc2c(-c3ccco3)nc3ccc(Br)cn23)cc1
    -6	-1	-5	-15	-4	40	12
CCOC(=O)CSc1nnc2n(C3CCCCC3)c(=O)c3c4c(sc3n12)CCCC4
    x	22	3	-15	4	-3	-2

Screening results as filed in PubChem BioAssay.
